Cardiac RTF inh = cardiac RTF calcium desensitization. AID 493244. P19429+P45379. IANBD-labeled cardiac RTF, Ca2+ fluorescence. inhibition, % at 7.15 µM. 0.12% of 340,000 active;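 active = inhibition above the mean inhibition of all tested compounds plus 3 SD, cut at about 17% in these data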;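 also: assay run at fixed EC70 calcium of 1.6 mM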
Pemphigus Ab inh = human desmoglein-3 autoantibody binding inhibition; P32926; DSG3-coupled beads, scFv-anti-DSG3-GFP binding, flow cytometry; hits give low values; binding (percent of control), % at 10 µM; 0.48% of 310,000 active;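 active = binding more than 3 SD below its plate's average and above zero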;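 also: hits lower antibody fragment binding to DSG3; some compounds called inactive have numbers as strong as hits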
Target sequence (P32926 whole entry, looked up, the tested form may be a part): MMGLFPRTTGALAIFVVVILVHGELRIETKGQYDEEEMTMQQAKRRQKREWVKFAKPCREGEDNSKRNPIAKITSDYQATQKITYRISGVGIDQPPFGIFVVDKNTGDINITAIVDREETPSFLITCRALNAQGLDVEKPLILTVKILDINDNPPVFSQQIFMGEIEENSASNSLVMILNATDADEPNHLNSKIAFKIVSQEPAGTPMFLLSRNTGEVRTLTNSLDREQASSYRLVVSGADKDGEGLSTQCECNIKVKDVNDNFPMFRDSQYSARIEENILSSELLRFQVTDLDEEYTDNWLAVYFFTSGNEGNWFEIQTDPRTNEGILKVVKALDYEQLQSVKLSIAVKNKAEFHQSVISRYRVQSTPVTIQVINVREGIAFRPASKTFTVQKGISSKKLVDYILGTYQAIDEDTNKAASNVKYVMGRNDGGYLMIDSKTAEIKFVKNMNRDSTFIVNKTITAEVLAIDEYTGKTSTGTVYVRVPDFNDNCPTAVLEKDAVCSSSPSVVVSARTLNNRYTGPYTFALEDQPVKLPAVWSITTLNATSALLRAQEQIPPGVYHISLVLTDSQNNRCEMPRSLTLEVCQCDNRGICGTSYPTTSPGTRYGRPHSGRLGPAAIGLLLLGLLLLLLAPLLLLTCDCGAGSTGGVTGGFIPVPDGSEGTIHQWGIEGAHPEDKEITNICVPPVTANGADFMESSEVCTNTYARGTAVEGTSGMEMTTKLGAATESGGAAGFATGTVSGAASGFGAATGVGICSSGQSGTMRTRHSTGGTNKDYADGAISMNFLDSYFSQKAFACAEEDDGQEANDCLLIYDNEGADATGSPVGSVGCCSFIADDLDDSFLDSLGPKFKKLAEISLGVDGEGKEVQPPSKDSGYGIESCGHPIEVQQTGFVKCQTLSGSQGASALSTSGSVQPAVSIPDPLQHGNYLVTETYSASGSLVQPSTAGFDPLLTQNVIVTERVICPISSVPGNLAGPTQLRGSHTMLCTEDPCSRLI
Keap1 Nrf2 FP = inhibitors of human Keap1-Nrf2 protein-protein interaction | 0.15% of 340,000 active | Q14145 | inhibition, % at 9.4 µM | AID 504523 | Keap1 Kelch-Nrf2 peptide fluorescence polarization, 1536-well; in the data active = inhibition above about 12%;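 also: human Keap1 Kelch domain with fluorescein labeled Nrf2 9mer peptide probe; 0% = neutral control wells and 100% = peptide positive control; higher means more block of Keap1 binding to Nrf2 peptide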
OPRM1-OPRD1 inv = inverse agonist of human OPRM1-OPRD1 heterodimerization. P35372+P41143. cell-based MOR-DOR heterodimer luminescence, inverse agonism. inhibition, % at 9.3 µM. 0.21% of 340,000 active. AID 504357; in the data active = inhibition above about 22%, passing the limit was not always enough;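 also: 0% = cells with DMSO and 100% = wells without cells with DMSO; values of inactives mirror those of a sister screen read the other way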
cardiac RTF act = increases calcium sensitivity of human cardiac regulated thin filaments. IANBD-labeled TnC RTF fluorescence at EC20 calcium; 0% EC20 calcium, 100% full calcium. activation, % at 7.2 µM. 0.24% of 340,000 active. AID 493008;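 active = activation above the mean over all tested compounds plus 3 SD, cut at about 30% in these data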;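 also: rise in fluorescence read as greater calcium sensitivity of cardiac thin filaments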
Wnt bcat act = activates Wnt/beta-catenin signaling in a reporter cell assay; activator, plate reader; activation, % at 9.35 µM; 1.2% of 300,000 active; in the data active = activation above about 30%, passing the limit was not always enough;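 also: 0% = neutral control wells and 100% = positive control wells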
Arrestin-AP2 inh = blocks beta-arrestin peptide binding to AP2 adaptin; FITC-arrestin peptide / GST-AP2 beads, flow cytometry; AP2 beta2 appendage carries R879A mutation; inhibition, % at 10 µM; 0.31% of 340,000 active;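 active = inhibition above a set limit, near 3 SD of compounds lacking own fluorescence, cut at about 54% in these data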;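 also: plate controls were DMSO wells for no effect and 5 µM unlabelled arrestin peptide for full effect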
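Assay system: GST-AP2 R879A bound to glutathione beads, E. coli-expressed; Medium: PBS with 0.05% Tween 20 and 0.1% BSA; Also added: fluorescein-tagged arrestin peptide at 50 nM final; Timing: 12 min plus 1 h, RT; Measured by: flow cytometry, FL1 (488/535 nm); Evaluation: percent drop in bead-associated FITC signal.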
LANA DNA inh = blocks KSHV LANA C-terminal domain binding to DNA | inhibition, % at 9 µM | MBP-C-LANA/FAM-LBS DNA binding, fluorescence polarization | AID 504423 | 0.078% of 340,000 active;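 active = highest replicate inhibition at or above 60% at 9 µM, even if other replicates fall short; inactive = all replicates below 60% inhibition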;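 also: 0% = neutral control wells and 100% = 4 µM acridine orange control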
MOR-DOR ag = OPRM1-OPRD1 heterodimerization agonism | P35372+P41143 | activation, % at 9.3 µM | cells, luminescence | AID 504326 | 0.3% of 340,000 active; in the data active = activation above about 18%;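 also: 0% = vehicle-treated cells and 100% = reference agonist; values of inactives mirror those of a sister screen read the other way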
V-ATPase pH = regulators of yeast V-ATPase proton transport. S. cerevisiae, pHLuorin cytosolic pH fluorescence. response, % at 10 µM. 0.37% of 350,000 active; in the data active = response mostly above about 7.3%, no sharp cut-off; inactive = mostly below about 5.4%; also: actives read high; inactives centre near 0; some compounds called inactive have numbers as strong as hits; reference of the scale not given here
* = called active by the depositor; · = not tested or not shown.

SMILES	Cardiac RTF inh	Pemphigus Ab inh	Keap1 Nrf2 FP	OPRM1-OPRD1 inv	cardiac RTF act	Wnt bcat act	Arrestin-AP2 inh	LANA DNA inh	MOR-DOR ag	V-ATPase pH
Cc1c(C(=O)N2CCOCC2)c(S(=O)(=O)Nc2ccccc2F)c(C)n1C	-11.1	101.2	-4.8	9.0	2.6	-1.3	-12.0	-2.3	-1.7	0.4
NC(=O)C1CCN(c2oc(-c3ccccc3F)nc2S(=O)(=O)c2ccc(Cl)cc2)CC1	-8.5	109.0	-1.4	5.1	0.0	-0.7	2.4	1.7	-1.2	5.2
COc1ccc(-c2csc(NC(=O)c3ccoc3C)n2)cc1	-2.6	104.1	-7.4	2.8	2.2	12.6	30.8	-1.4	-0.6	2.0
COCCNC(=O)c1cn(C)c2ccc(S(=O)(=O)N(C)C3CCCCC3)cc2c1=O	-1.2	101.1	-0.9	12.7	1.1	-1.8	1.1	-1.2	-2.5	-0.6
O=S(=O)(Nc1cccnc1)c1cc(Cl)ccc1Cl	0.4	102.9	-0.2	1.9	-1.7	·	11.1	0.1	-0.3	-2.6
CC[C@@]1(C(=O)OC)N[C@H](CN(C)S(=O)(=O)c2ccccc2)[C@@H]2C(=O)N(C)C(=O)[C@@H]21	-9.0	87.5	-1.8	-0.9	9.8	-0.8	-12.5	0.4	0.2	0.4
O=S(=O)(c1ccccc1)c1cnc(-c2cccnc2)nc1-c1ccc(Cl)c(Cl)c1	0.7	99.0	0.4	10.2	-1.0	·	-5.6	-0.3	-2.1	-1.6
CCOc1ccc(Nc2nc3c(c(=O)[nH]2)CCC3)cc1	1.9	97.5	-3.1	12.7	-2.7	2.9	1.4	0.1	-2.5	0.0
Cc1nc(NC(=O)c2ccc(Br)o2)sc1C	-3.8	70.7	0.8	7.6	6.0	·	2.1	-1.3	-1.4	2.2
Cc1cc(C)nc(SCC2COc3ccccc3O2)n1 (stereo not drawn)	-1.3	105.9	0.8	2.3	-2.1	·	5.0	-1.7	-0.4	6.7
OCCC1CN(Cc2ccc3c(c2)CCO3)CCN1C1CCCC1 (stereo not drawn)	-13.7	·	3.5	-1.1	4.3	-0.1	-33.7	-2.1	0.2	-1.2
Cc1ccc(NC(=O)CSc2nnc([C@H](C)NC(=O)OC(C)(C)C)o2)c(C)c1	·	98.6	-1.0	·	·	-1.3	20.1	-1.0	·	1.1
COc1cc(C(=O)Nc2ccc(S(=O)(=O)Nc3cnc4ccccc4n3)cc2)cc(OC)c1OC	0.3	107.3	-8.8	11.8	1.0	2.2	-14.2	-0.1	-2.3	-1.6
COc1cc(/C=N\Nc2nc(-c3cccs3)c(NC(C)=O)s2)ccc1O	4.6	93.4	0.4	5.4	-2.9	7.9	51.5	-0.6	-1.0	2.6
Cc1ccc(NC(=O)C(C)SCc2ccccc2)cc1 (stereo not drawn)	1.5	123.7	5.2	-7.5	2.6	5.0	15.2	6.3	1.5	1.2
CC(C)Oc1ccc(CC(=O)NNC(=S)Nc2ccccc2)cc1	-9.7	98.4	3.0	16.0	0.7	0.5	-4.2	-0.2	-3.1	-2.6
NCC(O)(c1ccc(Cl)cc1)c1ccc(Cl)cc1	-21.5	104.4	-0.7	-29.3	-6.9	-2.1	1.6	-0.3	4.3	0.5
Cc1cccc(-n2c(C)nc3ccsc3c2=O)c1	-3.3	·	7.6	18.7	0.6	0.2	0.0	3.1	-3.8	1.6
COc1ccc(N(Cc2cc3ccc(C)cc3[nH]c2=O)S(=O)(=O)c2ccccc2)cc1	-4.8	102.9	-4.3	2.8	-3.8	·	-4.0	-0.4	-0.5	-2.0
CCOc1ccc(Oc2ccc(NC(=O)[C@@H](NC(N)=O)[C@@H](C)CC)cc2)cc1	3.6	103.9	1.9	14.1	0.5	-1.2	20.2	-0.7	-2.6	1.1
CC1CCCCN1C(=O)N[C@@H](Cc1ccccc1)C(=O)O (stereo partly drawn)	-1.0	97.6	-7.2	11.9	14.6	·	2.8	-0.6	-2.2	2.3
COc1cccc(-c2nc(C(N)=O)c3[nH]c(=O)n(-c4cccc(Cl)c4)c3n2)c1OC	-5.0	96.1	-3.0	-8.8	-0.6	-2.0	-0.5	0.1	1.7	-0.2
CCOC(=O)CNC(=O)N1CCCC(C(=O)c2ccccc2SC)C1 (stereo not drawn)	-6.9	100.8	-6.2	16.2	6.0	-2.4	12.2	-0.5	-3.3	-0.7
O=C(NCC1CCCO1)c1nnc(Cc2ccc(F)cc2)o1 (stereo not drawn)	-1.5	103.1	3.6	19.4	9.0	0.8	-10.0	-0.2	-3.8	-0.4
CCOc1cccc(CNCCSc2nnnn2C)c1	1.9	·	-6.8	2.0	5.9	0.3	8.9	-0.5	-0.4	4.6

Limited to Arrestin-AP2 inh, Keap1 Nrf2 FP and cardiac RTF act (four entries from above):
SMILES	Arrestin-AP2 inh	Keap1 Nrf2 FP	cardiac RTF act
Cc1c(C(=O)N2CCOCC2)c(S(=O)(=O)Nc2ccccc2F)c(C)n1C	-12.0	-4.8	2.6
CCOc1ccc(Nc2nc3c(c(=O)[nH]2)CCC3)cc1	1.4	-3.1	-2.7
Cc1nc(NC(=O)c2ccc(Br)o2)sc1C	2.1	0.8	6.0
CC[C@@]1(C(=O)OC)N[C@H](CN(C)S(=O)(=O)c2ccccc2)[C@@H]2C(=O)N(C)C(=O)[C@@H]21	-12.5	-1.8	9.8

Continued.
SMILES	Cardiac RTF inh	Pemphigus Ab inh	Keap1 Nrf2 FP	OPRM1-OPRD1 inv	cardiac RTF act	Wnt bcat act	Arrestin-AP2 inh	LANA DNA inh	MOR-DOR ag	V-ATPase pH
O=C(Nc1c(Cl)cc(Cl)cc1C(=O)NCc1cccnc1)c1ccc(Cl)cc1Cl	1.9	108.6	-1.5	9.0	1.7	·	-7.4	-0.7	-1.6	-0.6
COc1ccc(C(=O)OCCN=C2NS(=O)(=O)c3ccccc32)cc1OC	-7.5	130.1	-6.4	-3.4	9.3	·	-5.6	1.8	0.6	3.0
COc1ccc(N2C(=O)c3ccccc3NC2c2ccc(OC)c(COc3ccccn3)c2)cc1 (stereo not drawn)	0.4	95.4	0.5	18.0	-6.5	28.5	32.3	0.8	-3.0	1.3
Cc1ccc(-c2csc3nc(SCC(=O)N(C)C)n(Cc4ccccc4)c(=O)c23)cc1	-7.7	92.9	5.9	-12.1	8.3	·	19.0	0.5	2.7	-1.4
Cc1ccc2nsnc2c1S(=O)(=O)N1CCOCC1	2.7	100.0	0.1	7.5	4.2	·	2.0	-2.2	-1.4	5.7
Cc1ccc(S(=O)(=O)NC(=O)c2ccc(-c3ccc(C)c4ccccc34)o2)cc1	3.4	100.7	1.2	6.4	0.1	-3.3	21.6	5.3	-1.1	-0.6
COc1ccc(/C(C)=N/NC(=S)NCCc2ccccc2)cc1	-10.5	106.5	3.3	5.0	-3.6	0.9	6.8	-0.8	-1.0	0.4
COc1cc(OC)cc(-c2c(-c3cccs3)c3cc(-c4ccc(OC)c(OC)c4)ccc3n2C)c1	-4.2	93.8	-4.4	15.6	0.5	-6.0	25.9	0.9	-2.8	2.2
Cc1c(-c2ccc(Br)cc2)[n+](=O)c2c(n1[O-])CCCCC2	·	91.9	-3.2	·	·	36.5*	11.6	-2.3	·	3.5
COc1ccc(NC(=O)c2nc(C)c(C3(C)CC(c4cccnc4)=NO3)s2)cc1 (stereo not drawn)	-5.7	102.9	-8.4	13.1	-5.6	-12.5	-1.6	1.2	-2.4	2.4
COc1ccc(Cn2cccc(NC(=O)Nc3cccc(OC)c3)c2=O)cc1	0.1	100.8	1.2	5.7	2.3	2.6	6.1	-0.9	-1.1	-1.6
COc1ccc(CCNC(=O)c2cc3sc(Cl)cc3n2C)cc1OC	-2.9	100.5	0.9	10.8	-6.5	-1.0	1.5	-0.5	-1.8	1.6
CCOC(=O)c1[nH]c(C)c(C(=O)Nc2ccc3c(c2)OCCO3)c1C	-6.0	105.9	3.2	9.6	-5.2	·	2.4	-0.8	-1.9	-0.4
CC(=O)Nc1ccc(-n2c(C)c(C(C)=O)c(C(C)=O)c2C)cc1	-4.0	·	0.0	2.7	0.5	·	-4.4	0.5	-0.6	-0.7
CC(=O)c1ccc(NC(=O)C2CCCNC2=O)cc1 (stereo not drawn)	1.8	92.7	-5.4	-4.5	5.6	·	4.5	1.8	0.9	1.9
CCC(C)NC(=O)Cn1c(=O)n(CCCCC(=O)NCc2ccco2)c(=O)c2ccccc21 (stereo not drawn)	-10.9	99.2	-4.3	-2.2	6.3	·	-0.9	1.2	0.4	1.8
CN1CCN(c2ccccc2NC(=O)COc2ccccc2)CC1	-1.7	·	-1.7	-3.1	-5.8	·	13.3	1.6	0.6	-0.9
CN1C(C(=O)NCc2ccc(OC(F)(F)F)cc2)CC2Cn3c(nc4cc(Cl)c(Cl)cc43)C21 (stereo not drawn)	1.3	112.6	-10.4	-8.3	0.1	-3.5	2.2	-1.8	1.5	1.9
CC(=O)Nc1ccc(NC(=O)C/C(C)=N/NC(=O)COc2cc(C)c(Br)cc2Br)cc1	4.4	106.9	-2.4	-5.5	-5.0	-2.2	1.7	0.5	0.8	1.9

Structures above printed as active in Wnt bcat act.
Compound | Pemphigus Ab inh | Keap1 Nrf2 FP | OPRM1-OPRD1 inv | cardiac RTF act | Wnt bcat act | Arrestin-AP2 inh | LANA DNA inh | MOR-DOR ag | V-ATPase pH
Cc1c(-c2ccc(Br)cc2)[n+](=O)c2c(n1[O-])CCCCC2 | 91.9 | -3.2 | · | · | 36.5* | 11.6 | -2.3 | · | 3.5

From PubChem BioAssay
